Screening data from PubChem BioAssay.
HDAC3 inhib – HDAC3 deacetylase inhibitors, primary screen, biochemical, fluorescence, cell-free homogeneous. 0.15% of 320,000 active. recombinant HDAC3, fluorogenic peptide/trypsin coupled. inhibition, % at 8.3 µM; in the data active = inhibition above about 26%, passing the limit was not always enough; inconclusive = no clear call, values can overlap the other calls
Target sequence (O15379 whole entry, looked up): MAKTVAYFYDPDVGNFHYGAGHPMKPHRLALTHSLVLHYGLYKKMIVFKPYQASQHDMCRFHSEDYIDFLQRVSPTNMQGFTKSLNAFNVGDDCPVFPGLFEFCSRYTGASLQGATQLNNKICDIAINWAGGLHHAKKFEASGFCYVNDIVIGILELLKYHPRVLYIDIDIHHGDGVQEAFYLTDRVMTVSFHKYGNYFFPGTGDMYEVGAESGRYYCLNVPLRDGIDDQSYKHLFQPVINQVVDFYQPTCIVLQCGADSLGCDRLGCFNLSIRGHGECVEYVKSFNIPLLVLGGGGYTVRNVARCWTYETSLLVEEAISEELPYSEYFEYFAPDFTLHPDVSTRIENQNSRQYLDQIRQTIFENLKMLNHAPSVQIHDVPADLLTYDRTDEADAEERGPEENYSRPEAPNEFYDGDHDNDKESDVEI
GSK3beta inhib – human GSK3beta kinase inhibitors, primary screen, biochemical, cell-free homogeneous, HTS | Glycogen synthase kinase-3 beta (Homo sapiens), P49841 | GST-GSK3beta kinase, ADP-Glo luminescence, 60 min; hits give low values | activity score (negative = inhibition), % at 10 µM | 0.038% of 300,000 active | AID 2097, 2009;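 active = more than half of replicate wells score below -50%, meaning over 50% inhibition versus plate controls; inconclusive = some replicates but at most half score below -50%; inactive = no replicate scores below -50%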;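 note: 0% = median DMSO wells and -100% = median GW8510 positive control wells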
Target sequence (P49841 whole entry, looked up): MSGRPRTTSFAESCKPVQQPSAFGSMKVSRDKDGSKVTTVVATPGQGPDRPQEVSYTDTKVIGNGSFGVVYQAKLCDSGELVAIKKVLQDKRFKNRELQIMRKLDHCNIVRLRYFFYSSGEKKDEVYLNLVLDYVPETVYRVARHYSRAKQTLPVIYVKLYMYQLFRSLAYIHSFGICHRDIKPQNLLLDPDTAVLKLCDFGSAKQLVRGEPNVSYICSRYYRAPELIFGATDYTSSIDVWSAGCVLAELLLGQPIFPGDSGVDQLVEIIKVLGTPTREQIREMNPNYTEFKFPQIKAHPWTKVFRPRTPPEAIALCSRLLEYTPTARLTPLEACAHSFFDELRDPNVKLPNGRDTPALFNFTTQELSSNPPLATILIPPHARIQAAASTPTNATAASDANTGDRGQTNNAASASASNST
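Test system: GST-tagged human GSK3beta kinase, cell-free; evaluation: activity score scaled between in-plate DMSO and GW8510 controls; measured by: ADP-Glo luminescence; incubation: 60 min reaction, RT; benchmarks: DMSO and 20 µM GW8510; reagent: peptide substrate plus 25 µM ATP (final); medium: Tris/MgCl2 kinase buffer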
Platelet DG rel – inhibitors of platelet dense granule secretion, primary screen, cell-based, MLPCN, human platelets; human platelet-rich plasma, SFLLRN dense granule ATP release, luminescence; AID 1663, 2009; 0.22% of 300,000 active; inhibition, %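 (compounds screened at 7.5 µM in platelet-rich plasma)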;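 active = mean replicate score, as percent of positive control, at or above 50; inconclusive = mean below 50 but at least one replicate at or above 50; inactive = mean and every replicate below 50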
DYRK1A inh – rat Dyrk1A kinase inhibitors, primary screen, biochemical, single point, plate reader; Dual specificity tyrosine-phosphorylation-regulated kinase 1A (Rattus norvegicus), Q63470; ADP-Glo luminescence, NFATc1 peptide; inhibition, % at 12.5 µM; 0.43% of 310,000 active; AID 504441, 2011; in the data active = inhibition above about 50%;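 note: plate controls were vehicle with enzyme for no effect and no enzyme for full effect; many of its hits are not listed in these tables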
HSF-1 act – HSF-1 activators, primary screen, NIH3T3-HGL cells, MG132 stress, luminescence, single point. NIH3T3-HGL HSF-1 luciferase reporter, 8 h; 100% = twice DMSO control signal. 1.7% of 300,000 active. activation, % at 9 µM. AID 504408, 2011;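 active = mean replicate activation of at least 50% with a set share of replicates each reaching 50%; inconclusive = only one of those two conditions met; inactive = mean below 50% and too few replicates reaching it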;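 note: 0% = median of the neutral control wells and 100% = twice that signal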
PolyA inh – polyadenylation inhibitors in yeast reporter cells, primary screen, luminescence, S. cerevisiae | S. cerevisiae SKY197-pL101 polyadenylation reporter, beta-gal luminescence; efflux-impaired pdr1/pdr3 knockout yeast; score 100 = 6 SD above DMSO | calls only at 12 µM | AID 1875, 2009 | 0.02% of 300,000 active;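 active = lowest replicate activity score at least 50, where 100 means six control SD above control mean; inconclusive = lowest score under 50 but half or more replicates reach 50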;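 note: yeast exposed to compound for 9 h at 30 °C; higher score means more reporter readthrough which indicates perturbed polyadenylation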
AI-2 QS mod – Vibrio harveyi AI-2 quorum sensing modulators, primary screen, JMH597 strain, luminescence/OD600 ratio | AID 2094, 2009 | Vibrio harveyi JMH597 AI-2 luminescence/OD600 ratio, 9 h; hits give low values; strain lacks LuxN and CqsS sensors; 0 = neutral-control median | activity change, % at 7.5 µM | 0.4% of 300,000 active; in the data active = activity change below about -75%, passing the limit was not always enough; inconclusive = no clear call, values can overlap the other calls;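 note: luminescence divided by OD600 gain over 9 h not by final OD600 alone; inactives centre near 13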
GSK3 alpha inh – blockers of GSK3A enzyme activity – biochemical, luminescence, cell-free homogeneous, HTS, primary screen; GSK-3 alpha kinase, ADP-Glo luminescence, 60 min; inhibition, % at 10 µM; 0.1% of 320,000 active;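 in the data active = inhibition above about 50%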;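 note: GST-tagged GSK-3 alpha with peptide substrate and 25 µM ATP; 0% = DMSO neutral wells and 100% = GW8510 positive control wells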
HSF1 inh – HSF1 inhibitors in luciferase reporter cells, primary screen, cell-based, NIH3T3, luminescence | NIH3T3-HGL HSE-luciferase, MG132-induced, luminescence 8 h; hits give low values | activity change, negative = inhibition, % at 7.5 µM (by protocol) | 0.77% of 300,000 active;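 active = more than half of replicate wells show activity change below -50%, luminescence cut by over half; inconclusive = some wells, but at most half, below -50%; inactive = no replicate well below -50%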;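 note: luciferase reports HSF-1 transcriptional activity via heat shock element; 0% = median of DMSO wells and -100% = zero luminescence signal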
HSP90 refold inh – HSP90 inhibitors, primary screen, cell lysate, luminescence | Rabbit reticulocyte lysate, luciferase refolding luminescence, 3 h | 0.91% of 290,000 active | inhibition, % at 5.6 µM | Heat shock protein HSP 90 (rabbit reticulocyte lysate; luciferase refolding) | AID 1789, 2009;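 active = inhibition above the screen-wide mean plus 3 SD, computed separately per campaign, cut at about 16% in these data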;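 note: 0% = DMSO wells and 100% = 60 µM geldanamycin wells; inhibitors lower the luminescence because luciferase stays unfolded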
Active calls of the source: *; i = inactive; ? = inconclusive; nt = no result given. A portion of the library, so the mix of outcomes need not match the whole.

SMILES	HDAC3 inhib	GSK3beta inhib	Platelet DG rel	DYRK1A inh	HSF-1 act	PolyA inh	AI-2 QS mod	GSK3 alpha inh	HSF1 inh	HSP90 refold inh
O=C(Cc1ccccc1[N+](=O)[O-])NCCCc1ccccc1	-2	2	2	3	8	i	-55	-1	1	-7
Cc1ccc(C(=O)OCC(=O)NCCC2=CCCCC2)s1	13	-4	0	4	25	i	1	-1	2	-1
Cc1ccccc1C(=O)Nc1nnc(SCC(=O)NCc2ccco2)s1	-3	-1	-2	1	12	i	11	-2	8	18*
COc1ccc(NC(=O)C2CCCN(C(=O)Nc3cccc(OC)c3)C2)cc1 (stereo not given)	-2	-3	4	-2	18	i	35	0	20	-1
COc1ccc(Oc2cccc(Cl)c2CNC(=O)CC(C)(C)CC(=O)O)cc1	2	-2	0	-2	7	i	5	-1	6	1
Cc1nc(NCCc2ccc(F)cc2)c(C#N)c(C)c1[N+](=O)[O-]	1	0	-3	-4	51*	i	4	-2	20	-1
CCOc1ccc(-n2c(SCC(=O)N3CCc4ccccc43)nnc2-c2c[nH]c3ccccc23)cc1	0	0	-1	3	2	i	21	2	-3	1
CC(=O)N1c2ccc(S(=O)(=O)NCCC(=O)N3CCC(C)CC3)cc2CC1C (stereo not given)	-1	0	1	3	12	i	16	-2	5	-4
O=C(CC1NC(=S)NC1=O)c1ccc(Cl)cc1 (stereo not given)	-2	0	-3	10	9	i	25	-1	3	2
CCOc1ccccc1N(CC(=O)Nc1cc(OC)ccc1OC)S(=O)(=O)c1ccccc1	2	0	0	nt	-4	i	25	-1	7	-1
COc1ccc(NC(=O)C(=O)Nc2cccc3cccnc23)cc1OC	-4	3	1	-1	27	i	8	-2	2	-6
COc1cc(/C=N/NC(=O)c2cc3ccccc3[nH]2)ccc1O	4	-2	-1	47	8	i	4	3	3	5
N/C(=N\OC(=O)c1cccc(Br)c1)c1ccc([N+](=O)[O-])cc1	9	0	8	nt	22	i	12	-5	17	4
O=C(NN=C(Cc1ccccc1)Cc1ccccc1)C1CC1	-9	-1	2	-1	8	i	24	-2	-4	-5
Cc1cc(S(=O)(=O)NCCN2CCOCC2)ccc1Cl	-18	-1	3	9	-42	i	25	-2	-25	-2
CCOc1ccccc1Nc1ncnc2c1cnn2-c1ccccc1	6	1	-6	11	0	i	35	2	4	nt
COC(=O)N/N=C/c1cc([N+](=O)[O-])cc(Br)c1O	11	4	0	10	-5	i	-13	2	-7	-2
COc1ccccc1C(=O)Nc1cccnc1	-2	-1	7	6	3	i	5	2	0	2
CCCN1C(=O)S/C(=C/c2ccc(N3CCOCC3)o2)C1=O	7	4	-3	-1	22	i	13	7	28	2
O=C(NCCOc1ccccc1)C1CCC(=O)N(CCc2ccc(Cl)cc2)C1 (stereo not given)	13	3	14	-11	29	i	7	-2	11	-1
CCNc1nc(NCC)nc(SCCOC(=O)COc2ccc(Cl)cc2Cl)n1	8	-3	10	-5	-7	i	13	0	-6	-2
Cn1cc(SCC(=O)N2CCCc3ccccc32)c2ccccc21	7	-10	1	-1	-9	i	3	-2	0	-1
O=C(O)c1ccc(C[n+]2c(-c3ccccc3)csc2Nc2ccccc2)cc1	5	1	3	5	17	i	10	1	19	-6
CCN(CC)c1ccc(/C=N/NC(=O)c2cnccn2)c(O)c1	-3	-2	5	-2	5	i	8	-2	-1	3
Cc1ccc(OCC(=O)Nc2cccc(O)c2)cc1C	-1	3	6	8	-29	i	-40	4	-10	-1
CC(=O)NC(c1ccccc1)c1c(O)ccc2ccccc12 (stereo not given)	5	3	1	-1	-5	i	12	-1	2	4
CCOC(=O)c1c(C)[nH]c(C(=O)N2CCN(c3ccc(OC)cc3)CC2)c1C	7	-2	-2	-3	12	i	4	-3	4	1
O=c1c2c3c(sc2nc(NCCO)n1CCc1ccccc1)CCCCC3	3	2	0	6	24	i	-3	0	4	0
O=C(NCCS(=O)(=O)NCc1ccc2c(c1)OCO2)c1ccccc1	2	-1	22	nt	0	i	13	-2	1	nt
O=c1[nH]nc(C(F)(F)F)c2nnn(Cc3ccccc3Cl)c12	-2	3	nt	10	-21	i	2	-4	0	-2
CC1(C)CC(=O)C(N=Nc2cc3c(cc2[N+](=O)[O-])OCCO3)=C(O)C1	2	0	2	-3	12	i	39	-2	3	2
Cc1ccc(-n2c(C)nnc2SCC(=O)NNC(=O)c2ccco2)cc1	2	0	1	5	-13	i	-2	-1	-12	-3
COc1ccc(NC(=O)Nc2nnc(-c3ccncc3)s2)cc1	8	1	-5	nt	-1	i	-10	13	2	-2
CCn1ncc(/C=N\NC(=O)c2csc3ccccc23)c1C	-2	0	-3	-34	24	i	-6	5	5	-5
O=C(C1CCCN1S(=O)(=O)c1cccc2nsnc12)N1CCN(c2ccccc2)CC1 (stereo not given)	2	4	16	-4	-1	i	14	4	3	-2
COc1ccccc1C(=O)NNC(=O)c1ccc(NC(=O)C(C)C)cc1	nt	0	0	nt	-5	i	18	nt	-9	0
CC(C)(O)CNC(=O)C(Cc1ccccc1)N1C(=O)c2ccccc2C1=O (stereo not given)	4	0	2	-3	47	i	16	-1	12	-2
Cc1cc(C)n(C(=O)c2ccc([N+](=O)[O-])c(Cl)c2)n1	7	0	16	2	-16	i	29	1	-4	-2
O=C1Nc2ccccc2OC1CC(=O)N1CCN(c2cccc(C(F)(F)F)c2)CC1 (stereo not given)	4	-2	5	8	19	i	26	0	-7	0
O=C(C#Cc1ccccc1)Nc1ccc(F)cc1	-7	5	15	nt	41	i	?	-1	32	-7
CCn1c(O)c(C2=c3ccccc3=NC2=O)c2cc(Br)ccc21	4	-3	2	nt	209*	i	7	-1	198	4
O=[N+]([O-])c1cccc(/C=N/n2c(COc3ccccc3)n[nH]c2=S)c1	10	-1	0	3	-2	i	31	1	-2	1
O=C(c1cccc(-n2cccc2)c1)N1CCN(S(=O)(=O)c2c(F)cccc2F)CC1	1	2	14	nt	14	i	28	-1	-2	-2
COc1ccc(-c2cn(-c3cccc(C)c3)c(=O)[nH]2)cc1OC	1	1	-2	3	3	i	13	-1	-1	2
CC(=O)c1cccc(NC(=O)Cn2cc3c(n2)CCCC3)c1	0	2	2	-4	4	i	-89*	-3	4	1
CC(=O)c1ccc(Oc2ccc(C(=O)c3ccc(C)c(C)c3)cc2[N+](=O)[O-])cc1	-7	1	-36	-6	25	i	15	-1	10	0
CCOc1ccc2nc(COC(=O)c3ccncc3)c(C(=O)c3ccccc3)[n+]([O-])c2c1	1	-2	1	nt	-41	i	14	-1	-39	12
COc1ccc(/C=C2\Sc3ccc(C(=O)N4CCc5ccccc5C4)cc3N(C)C2=O)cc1	nt	4	-11	nt	46	i	14	nt	9	6
N#Cc1c(-c2ccc(Cl)cc2)c(C#N)c(=O)n(N)c1N	4	0	2	5	4	i	39	2	-7	-1
COCCN(C)C(=O)CC1C(=O)NCCN1CC(c1ccccc1)c1ccccc1 (stereo not given)	-4	0	0	-4	9	i	10	1	-3	1
COC(=O)C1=CN(c2cccc(C(F)(F)F)c2)C=C(C(=O)OC)C1c1ccc(O)c(OC)c1	-4	4	-2	-3	20	i	29	10	16	1
O=C(Nc1ccn(Cc2ccccc2)n1)c1ccc(F)cc1	-5	0	-7	4	?	i	-41	17	23	4
COc1ccc(-c2csc3nc(-c4ccccc4OC)oc(=O)c23)cc1	2	3	1	-3	91*	nt	2	5	61	0
CC(NC(=O)CCNC(=O)N1CCn2c1nc1ccccc12)c1ccccc1 (stereo not given)	-2	-2	-5	0	7	i	23	-1	-2	-7
Cc1ccc(N(CC(=O)NCC2CCCO2)C(=O)Cn2nnc(-c3cccs3)n2)cc1 (stereo not given)	2	0	2	3	3	nt	31	0	4	-5
NNC(=O)c1oc2nc(-c3ccccc3)cc(-c3ccco3)c2c1N	4	-2	-11	nt	16	i	-8	-1	4	8
O=C(c1cc2ccccc2cc1O)N1CCCC(C(F)(F)F)C1 (stereo not given)	1	1	-13	2	39	i	52	0	15	5
Cc1nc2ccc(Cl)cn2c1C(=O)NN	5	0	-3	2	35	i	3	2	9	-1
Cc1ccc(NC(=O)N2CCCC(C(=O)O)C2)cc1 (stereo not given)	0	-1	1	-13	13	i	9	0	-2	-1
COC(=O)NNC(=O)COc1ccccc1C	5	-2	-11	-4	-18	i	24	-2	-3	-2

For reference, two of the compounds above.
SMILES	HDAC3 inhib	GSK3beta inhib	Platelet DG rel	DYRK1A inh	HSF-1 act	PolyA inh	AI-2 QS mod	GSK3 alpha inh	HSF1 inh	HSP90 refold inh
Cc1ccc(NC(=O)N2CCCC(C(=O)O)C2)cc1 (stereo not given)	0	-1	1	-13	13	i	9	0	-2	-1
COC(=O)NNC(=O)COc1ccccc1C	5	-2	-11	-4	-18	i	24	-2	-3	-2

Other results.
SMILES	HDAC3 inhib	GSK3beta inhib	Platelet DG rel	DYRK1A inh	HSF-1 act	PolyA inh	AI-2 QS mod	GSK3 alpha inh	HSF1 inh	HSP90 refold inh
Cc1ccc2cc(CN(CC3CCCO3)S(=O)(=O)c3ccccc3)c3nnnn3c2c1 (stereo not given)	-6	0	-1	3	29	i	-2	-2	6	1
CN1CCN(NC(=O)c2cc(-c3cccc(Cl)c3)nc3ccccc23)CC1	3	2	-44	nt	3	i	10	-4	-2	0
O=C(CN1CCC(C(O)(c2ccccc2)c2ccccc2)CC1)Nc1cc(Cl)ccc1Cl	4	0	-3	-1	7	i	29	-1	-1	-2
CC1(C)C2CCC1(C)C1(C2)NC(=O)c2ccccc2O1 (stereo not given)	nt	1	8	-3	17	i	11	nt	8	1
CC1CCCC(C(=O)O)N1C(=O)CCSC(=O)c1ccccc1 (stereo not given)	-4	0	5	3	-7	i	14	1	-1	2
CCN(CC)c1ccc(N2C(=NC(=O)C3CC3)SC3CS(=O)(=O)CC32)cc1 (stereo not given)	2	1	-29	nt	-8	i	36	4	-1	-1
O=C(O)COc1ccccc1/C=N/Nc1ccc(S(=O)(=O)N2CCOCC2)cc1[N+](=O)[O-]	8	-1	4	-1	8	i	-17	-1	2	3
O=C(O)CCC(NC(=O)OCc1ccccc1)C(=O)O (stereo not given)	-1	1	3	5	-6	i	13	4	7	-1
Cn1cc(CNCCN2CCCCC2=O)c(-c2cccc(Cl)c2)n1	-1	2	-4	-2	-12	i	22	-1	-3	-2
